Screens: PubChem, several laboratories
KCNK3 inh = human KCNK3 channel inhibitors, primary screen, CHO cells, FluxOR thallium flux, B-score. FluxOR fluorescence; active compounds read low. B-score at 10 µM. 0.84% of 340,000 active. AID 602410, 2012;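 active = B-score under library mean minus 4 SD, starting fluorescence ratio at most library mean plus 5 SD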;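 note: more negative B-score means stronger inhibition of thallium flux through KCNK3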
HDAC3 inh = HDAC3 deacetylase inhibitors, primary screen, biochemical, fluorescence, cell-free homogeneous | recombinant HDAC3, fluorogenic peptide/trypsin coupled | inhibition, % at 8.3 µM | 0.15% of 320,000 active; in the data active = inhibition above about 26%, passing the limit was not always enough; inconclusive = no clear call, values can overlap the other calls
Target sequence (O15379 whole entry, looked up): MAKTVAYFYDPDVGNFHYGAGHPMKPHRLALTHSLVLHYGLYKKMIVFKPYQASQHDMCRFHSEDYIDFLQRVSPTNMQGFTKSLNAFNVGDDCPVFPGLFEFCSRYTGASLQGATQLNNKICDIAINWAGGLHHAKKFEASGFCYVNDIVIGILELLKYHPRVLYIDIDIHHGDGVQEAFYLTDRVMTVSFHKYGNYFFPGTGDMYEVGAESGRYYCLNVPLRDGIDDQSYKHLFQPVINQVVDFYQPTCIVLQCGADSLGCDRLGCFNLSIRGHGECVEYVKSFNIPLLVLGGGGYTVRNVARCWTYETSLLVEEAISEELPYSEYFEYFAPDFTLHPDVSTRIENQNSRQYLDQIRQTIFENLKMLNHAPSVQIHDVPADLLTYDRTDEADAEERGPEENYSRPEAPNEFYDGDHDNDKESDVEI
KCNQ1 block = inhibitors of human KCNQ1 channel, primary screen, cell-based, thallium flux, high-throughput. Potassium voltage-gated channel subfamily KQT member 1 (Homo sapiens), P51787. CHO-K1 KCNQ1, FluxOR thallium flux fluorescence; active compounds read high. B-score at 10 µM. 1.3% of 310,000 active. AID 2642, 2010;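 active = compounds whose thallium flux B-score, printed positive for inhibition, exceeds three library SD while starting fluorescence stays within three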;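 note: channel opened by potassium depolarization with thallium stimulus after 20 min compound exposure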
TMEM16A inh = TMEM16A chloride channel inhibitors, primary screen, cell-based, HTS. HEK293 TMEM16A/YFP iodide influx fluorescence, ionomycin. normalized B-score (activity score, 25-100; higher = stronger inhibition) at 10 µM. 1.2% of 310,000 active. AID 588511, 2011;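 active = ratio plate-corrected score three or more library SD toward inhibition, starting fluorescence score within five deviations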;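 note: score derived from kinetic fluorescence span divided by baseline fluorescence per well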
KCNK9 inh = KCNK9 potassium channel inhibitors, primary screen, HEK293 cells, thallium flux | Potassium channel subfamily K member 9 (Homo sapiens), Q9NPC2 | FluxOR thallium flux fluorescence; active compounds read low | B-score at 10 µM | 1.2% of 310,000 active;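 active = ratio B-score over 3 SD below the library mean, with starting fluorescence within 5 SD of its mean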;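 note: negative B-score means less thallium flux so channel inhibition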
Target sequence (Q9NPC2 whole entry, looked up): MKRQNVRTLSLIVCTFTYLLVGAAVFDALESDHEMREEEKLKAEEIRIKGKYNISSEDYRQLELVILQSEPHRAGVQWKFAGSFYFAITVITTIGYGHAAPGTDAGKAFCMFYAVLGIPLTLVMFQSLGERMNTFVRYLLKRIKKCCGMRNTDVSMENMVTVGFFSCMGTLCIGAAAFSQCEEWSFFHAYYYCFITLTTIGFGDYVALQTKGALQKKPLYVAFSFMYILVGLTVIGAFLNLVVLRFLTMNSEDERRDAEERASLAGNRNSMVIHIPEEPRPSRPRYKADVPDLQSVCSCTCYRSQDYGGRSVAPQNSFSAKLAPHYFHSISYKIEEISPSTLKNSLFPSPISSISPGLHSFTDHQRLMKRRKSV
hERG rescue = hERG rescue from dofetilide block, primary screen, cell-based, CHO-hERG, FluxOR thallium flux, dofetilide IC70 | Voltage-gated inwardly rectifying potassium channel KCNH2 (Homo sapiens), Q12809 | dofetilide IC70 present | activation (rescue from dofetilide block), less the hit threshold, % at 10 µM | 0.51% of 310,000 active | AID 1511, 2009;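 active = activation above the mean of controls blocked by dofetilide plus 5 SD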;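 note: thallium influx through hERG after potassium depolarization seen as dye fluorescence rise; in these data hits start at about 4.7%; inactives centre near -7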
RGS4 pot = RGS4 potentiators or activators, primary screen, cell-based, HEK293 M3R inducible RGS4, calcium flux. carbachol calcium flux Fluo4; active compounds read low. B-score at 10 µM. AID 463111, 2010. 0.92% of 310,000 active;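 active = B-score of the integrated calcium signal more than 4 SD below the library mean, with starting fluorescence not abnormally high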;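 note: negative B-score means reduced calcium response which marks RGS4 activation or potentiation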
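Material: M3R-expressing HEK293 line, RGS4 induced by doxycycline | Schedule: Overnight RGS4 induction, 30 min dye load 37 °C, 20 min compound RT | Measured by: Fluo4 fluorescence kinetic imaging of calcium | Read-out: Integrated calcium ratio converted to B score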
TMEM16A act = TMEM16A chloride channel activators or potentiators, primary screen, cell-based, HTS; Anoctamin-1 (Mus musculus), Q8BHY3; HEK293 TMEM16A/YFP-H148Q/I152L, iodide quench fluorescence; active compounds read low; B-score at 10 µM; 0.3% of 340,000 active; AID 623877, 2012;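 active = fluorescence-ratio B-score plate-corrected deviation score at least 3 library SD below zero, with starting fluorescence score within 5 deviations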;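 note: channel opened by trigger with iodide after compound preincubation; score built on the fluorescence ratio of max minus min over baseline; more negative score means more quench and so TMEM16A activation or potentiation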
RGS4 block = RGS4 inhibitors, primary screen, cell-based, HEK293 M3R inducible RGS4, calcium flux. Regulator of G-protein signaling 4 (Homo sapiens), P49798. Fluo-4 calcium flux; active compounds read high; triggered by carbachol at its EC20. B-score at 10 µM. 0.45% of 310,000 active;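 active = B-score, a plate-corrected calcium signal, over three deviations above library mean, with baseline fluorescence within five deviations of library mean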;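 note: RGS4 expression induced by doxycycline in cells with stable M3 receptor; B-score is computed from the integrated fluorescence ratio over baseline after carbachol; higher B-score means a larger calcium signal and so more RGS4 inhibition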
Target sequence (P49798 whole entry, looked up): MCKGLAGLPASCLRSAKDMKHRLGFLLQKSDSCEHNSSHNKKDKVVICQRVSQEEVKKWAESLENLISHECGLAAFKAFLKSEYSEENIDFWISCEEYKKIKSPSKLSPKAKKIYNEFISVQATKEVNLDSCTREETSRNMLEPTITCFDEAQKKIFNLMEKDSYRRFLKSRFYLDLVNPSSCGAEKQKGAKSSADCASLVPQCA
SKKanGAS inh = S. pyogenes SKKanGAS growth inhibitors in kanamycin, primary screen, streptokinase expression inhibitor project, SKKanGAS strain, BacTiter-Glo luminescence. 1.3% of 300,000 active. 6 h. inhibition, % at 7.5 µM;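 active = mean replicate score, as percent of positive control median, at least 50; inconclusive = mean below 50 but one replicate at or above 50; inactive = mean and every replicate below 50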;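 note: strain carries kanamycin resistance gene driven by streptokinase promoter and grows in 40 µg/ml kanamycin; loss of luminescence reflects streptokinase promoter inhibition or plain growth inhibition; 0% = median of DMSO wells and 100% = positive control at its reference dose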
KCNQ1 act = potentiators or activators of KCNQ1 channel, primary screen, cell-based, thallium flux, high-throughput; 0.35% of 310,000 active; AID 2648, 2010; B-score at 10 µM; Potassium voltage-gated channel subfamily KQT member 1 (Homo sapiens), P51787; CHO-K1 KCNQ1, thallium flux FluxOR fluorescence; active compounds read high;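 active = fluorescence ratio B-score, a plate-corrected score, at least three library SD, with initial intensity B-score within 5 SD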
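Medium – assay buffer, equal DMSO in all wells · Material – CHO-K1 cell line with stable KCNQ1 potassium channel expression · Signal – kinetic FluxOR thallium fluorescence, 10-s 1-Hz baseline, 110-s post-stimulus read · Compound – single concentration per compound, DMSO matched to controls · Schedule – 37 °C overnight plating, 90-min dark dye load, 20-min compound pretreatment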
* = called active by the depositor; i = inactive; ? = inconclusive; nt = not tested or not shown.

Every second line gives: KCNK3 inh | HDAC3 inh | KCNQ1 block | TMEM16A inh | KCNK9 inh | hERG rescue | RGS4 pot | TMEM16A act | RGS4 block | SKKanGAS inh | KCNQ1 act
- CC(=O)Nc1ccc(NC(=O)c2ccc(Cn3cc(Cl)cn3)cc2)cc1
    i | 5 | i | i | i | -8 | i | i | i | 6 | i
- COc1ccc(-n2ncc3c(NCCN4CCOCC4)ncnc32)cc1
    i | -1 | i | i | i | -6 | i | i | i | 4 | i
- Cc1ccc(C2=NN(C(=O)CCC(=O)O)C(c3cccs3)C2)cc1 (stereo not given)
    i | 3 | i | i | i | -6 | i | i | i | 7 | i
- COCc1cc(CN(C)C(=O)c2oc3c(F)cccc3c2C)[nH]n1
    i | 0 | i | i | i | -8 | i | i | i | 0 | i
- Cc1ccc(C(=O)COC(=O)c2ccc(Br)o2)cc1C
    i | 3 | i | i | i | -9 | i | i | i | 0 | i
- COc1cc(/C=N/NC(=O)/C(=C\c2ccc([N+](=O)[O-])cc2)NC(=O)c2ccccc2)cc(OC)c1O
    i | 0 | i | i | i | -16 | i | i | i | 9 | i
- Brc1c(-c2ccccc2)nc2n1Cc1ccccc1-2
    i | 4 | i | i | i | -8 | i | i | i | 1 | i
- CCCc1ccc(C(=O)NNC(=O)c2ccc(Cl)cc2)cc1
    i | -2 | i | i | i | -10 | i | i | i | 0 | i
- COc1ccc(-c2noc(-c3ccco3)n2)cc1OC
    i | ? | i | i | i | -5 | i | i | i | -10 | i
- CC1CC(C)CN(CC(=O)NCCc2ccc(S(N)(=O)=O)cc2)C1 (stereo not given)
    i | -4 | i | i | i | -3 | i | i | i | -4 | i
- CCCCC(O)(CCCC)C(=O)NN(C(=O)CCl)c1ccccc1
    i | 0 | i | i | i | -16 | i | i | i | -4 | i
- CCN(CCCNC(=O)CNC(=O)c1nn(-c2ccc(OC)c(OC)c2)c(=O)c2ccccc12)c1ccccc1
    i | 4 | i | i | i | -9 | i | i | i | 7 | i
- CCc1ccccc1S(=O)(=O)Cc1ccc(C(=O)NCc2cccs2)o1
    i | -5 | i | i | i | -16 | i | i | i | 1 | i
- Cc1cccc(NS(=O)(=O)c2cn(C)c(=O)n(C)c2=O)c1C
    i | 1 | i | i | i | -7 | i | i | i | -1 | i
- COc1ccc(CNC(=S)N/N=C/c2ccc(O)c(OC)c2)cc1
    i | ? | i | i | i | -5 | i | i | i | -26 | i

In a second layout: entries from further up.
Structure | KCNK3 inh | HDAC3 inh | KCNQ1 block | TMEM16A inh | KCNK9 inh | hERG rescue | RGS4 pot | TMEM16A act | RGS4 block | SKKanGAS inh | KCNQ1 act
Brc1c(-c2ccccc2)nc2n1Cc1ccccc1-2 | i | 4 | i | i | i | -8 | i | i | i | 1 | i
CCCc1ccc(C(=O)NNC(=O)c2ccc(Cl)cc2)cc1 | i | -2 | i | i | i | -10 | i | i | i | 0 | i
COc1ccc(-c2noc(-c3ccco3)n2)cc1OC | i | ? | i | i | i | -5 | i | i | i | -10 | i

Following part
Every second line gives: KCNK3 inh | HDAC3 inh | KCNQ1 block | TMEM16A inh | KCNK9 inh | hERG rescue | RGS4 pot | TMEM16A act | RGS4 block | SKKanGAS inh | KCNQ1 act
- O=C(Cc1cccs1)Nc1nnc(COc2ccccc2)s1
    i | -3 | i | i | i | -12 | i | i | i | 6 | i
- NC(=O)c1ccccc1N/C=C/C(=O)c1ccccc1
    i | 9 | i | i | i | -17 | i | i | i | -12 | i
- O=C(Nc1ccc(-c2nnn(CC(=O)N3CCN(C(=O)c4ccco4)CC3)n2)cc1)c1ccc(F)cc1
    i | -1 | i | i | i | -8 | i | i | i | 7 | i
- COc1ccc(CN2CCNC(=O)C2CC(=O)NC2CCOCC2)cc1C (stereo not given)
    i | nt | i | nt | i | -8 | i | i | i | 0 | i
- COc1ccccc1NC(=O)CCCCC(=O)Nc1ccccc1OC
    i | -3 | i | i | i | -3 | i | i | i | -7 | i
- Cc1ccc(NCC(=O)N/N=C\c2cccc(O)c2)cc1
    i | 2 | i | i | i | -11 | i | i | i | 4 | i
- Cc1cc(C(C)(C)C)oc1C(=O)OCC(=O)NC1CCCCC1
    i | -3 | i | i | i | 2 | i | i | i | -4 | i
- CCc1ccccc1NS(=O)(=O)c1cc2c(cc1C)n(C)c(=O)c(=O)n2C
    i | 5 | i | i | i | -8 | i | i | i | -3 | i
- C/C(CC(=O)Nc1ccc(Cl)cc1Cl)=N\NC(=O)c1ccco1
    i | 4 | i | i | i | -7 | i | i | i | -1 | i
- COCCn1c(SCc2cc(=O)n3ccsc3n2)nnc1-c1ccncc1
    i | 0 | i | i | i | -4 | i | i | i | 12 | i
- CNC(=S)N/N=C/c1ccc(OCc2ccccc2)c(Br)c1
    i | -7 | i | i | i | -6 | i | i | i | -3 | i
- CCC(C)Nc1nc(C)nc2c1oc1ccccc12 (stereo not given)
    i | 0 | i | i | i | -10 | i | i | i | 2 | i
- CN(C)S(=O)(=O)c1cccc(NC(=O)COc2ccc(C(=O)c3ccccc3)cc2)c1
    i | -6 | i | i | i | -8 | i | i | i | -9 | i
- Cc1c(C)n2c(SCC(=O)NCc3ccc4c(c3)OCO4)nnc2[nH]c1=O
    i | 0 | i | i | i | -8 | i | i | i | -1 | i
- CCCc1cc(-c2n[nH]c(=S)n2C(C)c2ccccc2)cs1 (stereo not given)
    i | 5 | i | i | i | -8 | i | i | i | 9 | i
- CN(CCc1cn[nH]c1)C(=O)C1CCC(=O)N(CC2CCCCC2)C1 (stereo not given)
    i | nt | i | nt | i | -7 | i | i | i | -5 | i
- Cc1cc(C(=O)NCc2cc(C(=O)O)co2)co1
    i | -4 | i | i | i | -13 | i | i | i | -22 | i
- CCOc1ccccc1-n1c(SCC(N)=O)nnc1-c1ccc(O)cc1
    i | 2 | i | i | i | -7 | i | i | i | -11 | i
- N#C/C(=N\Nc1ccccc1F)c1nc(-c2ccccc2)cs1
    i | -12 | i | i | i | 18* | i | i | i | 8 | i
- Cc1cccc(Nc2nc(N)c([N+](=O)[O-])c(NCc3ccco3)n2)c1
    i | 0 | 6* | i | i | -5 | i | i | i | 4 | i
- O=C(CN1CCCCC1)Nc1cccc(-n2cnnn2)c1
    i | -1 | i | i | i | -5 | i | i | i | 21 | i
- CC(=O)C1=C(O)C(=O)N(CCCN2CCOCC2)C1c1ccccc1[N+](=O)[O-] (stereo not given)
    nt | 5 | i | i | i | 0 | i | nt | i | 0 | i
- CC(O)(CS(=O)(=O)Cc1ccccc1)C(=O)Nc1ccc(C(F)(F)F)cc1 (stereo not given)
    i | -7 | i | i | i | -8 | i | i | i | 2 | i
- COCCOC(=O)C1=C(C)NC2=C(C(=O)CCC2)C1c1ccc(N(C)C)cc1 (stereo not given)
    i | -5 | i | i | i | -8 | i | i | i | 3 | i
- COc1cccc(-c2cc3nc(-c4ccccc4)cc(N4CCC5(CC4)OCCO5)n3n2)c1
    i | -33 | i | i | i | -19 | i | i | i | 22 | i
- Fc1ccccc1COc1cccc(/C=N/n2cnnc2)c1
    i | -4 | i | i | i | -3 | i | i | i | -1 | i
- CC(=O)N/N=C(\C)CC(=O)Nc1ccc2c(c1)OCCO2
    i | -8 | i | i | i | -9 | i | i | i | -2 | i
- OCC#Cc1cnc2ccccc2c1
    i | 1 | i | i | i | -2 | i | i | i | 1 | i
- COc1ccc(CNCC(=O)Nc2cccc(S(N)(=O)=O)c2)cc1
    i | -1 | i | i | i | 0 | i | i | i | 4 | i
- COc1ccccc1NC(=O)Cn1nnc(C(=O)NCCc2ccccc2)c1N
    i | 5 | i | i | i | -4 | i | i | i | -5 | i
- CSc1nncc(=O)[nH]1
    i | -2 | i | i | i | -14 | i | i | i | -8 | i
- CC(=O)N(c1cccc(Br)c1)C1C=CS(=O)(=O)C1 (stereo not given)
    i | -3 | i | i | i | -7 | i | i | i | -9 | i
- Cc1cccc(Cc2nnc(CCC(=O)NCc3ccncc3C)o2)c1
    i | -13 | i | i | i | 0 | i | i | i | -12 | i
- Cc1cc(Oc2ccc([N+](=O)[O-])cc2)nc(N2CCOCC2)n1
    i | 7 | i | i | i | -9 | i | i | i | 2 | i
- C=CCn1c(C)cc(C(=O)COc2nncc3ccccc23)c1C
    i | -2 | i | i | i | -10 | i | i | i | 0 | i
- CC(C)(C)N1C(=O)c2ccccc2NC(=O)N1Cc1ccc(Br)cc1
    i | -4 | i | i | i | -3 | i | i | i | 18 | i
- Cc1cccc(-n2ncc(Cl)c(Cl)c2=O)c1
    i | 1 | i | i | i | -14 | i | i | i | -13 | i
- COc1ccc(-c2[nH]c(-c3ccc(Cl)cc3)nc2SCC(=O)Nc2nccs2)cc1
    i | 5 | i | i | i | -9 | i | i | i | 17 | i
- COc1ccc(S(=O)(=O)N2CCN(Cc3ccco3)CC2)cc1
    i | -1 | i | i | i | -4 | i | i | i | 3 | i
- CCCCc1ccc(Nc2nc(N3CCOCC3)nc(N3CCOCC3)n2)cc1
    i | -2 | i | i | i | -1 | i | i | i | 4 | i
- O=P1(O)C=C(c2ccccc2)OC(c2ccccc2)=C1
    i | -1 | i | i | i | -11 | i | i | i | -3 | i
- CN1CCN(C(=O)CSc2nnc(COc3ccc(Cl)cc3)o2)CC1
    i | 2 | i | i | i | -3 | i | i | i | -1 | i
- CC(C)n1c(SCC(=O)NC2CCCCC2)nnc1-c1ccco1
    i | 4 | i | i | i | -8 | i | i | i | -12 | i
- Cc1nc2nc(NCc3cccs3)nn2c(C)c1Cl
    i | 6 | i | i | i | -5 | i | i | i | -3 | i
- CCCNS(=O)(=O)c1ccc(OCC(=O)N2CCc3ccccc3C2)c(C)c1
    i | -6 | i | i | i | -6 | i | i | i | -17 | i
- CC(=O)N/N=C(\C)CCc1ccccc1
    i | -3 | i | i | i | -12 | i | i | i | -2 | i
